# VLA-4 inh: inhibition in human VLA-4 binding assay, primary screen, VLA-4 allosteric modulator project, MLPCN library, flow cytometry, VLA-4 expressing cells | AID 2557, 2010 | Integrin alpha-4 (Homo sapiens), P13612 | 330,000 compounds, 0.2% hits | inhibition, % (about 7 µM as worked out from the volumes in the protocol) | ligand binding flow cytometry; in the data active means inhibition above about 50%
# LAP4 TOR yeast: modulators of LAP4-GFP expression in yeast, primary screen, S. cerevisiae, multiplex flow cytometry, MLPCN library | 3 h; median GFP as percent of DMSO wells | GFP response vs DMSO, % at 10 µM | AID 2023, 2009 | 320,000 compounds, 0.34% hits;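 active means GFP response vs DMSO above a set limit, about the screen mean plus 3 SD, cut at about 150% in these data; inconclusive means under 70 cell events counted for the yeast strain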
# CIT2-GFP yeast: modulators of CIT2-GFP expression in yeast, primary screen, S. cerevisiae, GFP fusion, multiplex flow cytometry, MLPCN library. S. cerevisiae CIT2-GFP strain, 3 h; 100 means same as DMSO wells. GFP response vs DMSO, % at 10 µM. 320,000 compounds, 0.065% hits;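 active means GFP response relative to DMSO above a set limit, near the screen mean plus 3 SD, cut at about 150% in these data; inconclusive means Fewer than 70 cells measured for a yeast strain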;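 further: ratio of well median GFP fluorescence to mean of DMSO wells on the plate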
# GRK2 aptamer HTS: compounds blocking aptamer binding on GRK2 – biochemical, human GRK2, bead flow cytometry, HTS, primary screen | Beta-adrenergic receptor kinase 1 (Homo sapiens), P25098 | AID 488847, 2010 | FAM-aptamer displacement from GRK2 | inhibition of aptamer binding, % at 10 µM | 330,000 compounds, 0.59% hits;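 active means inhibition of aptamer binding above 40%, roughly 3 SD of noise, on plates passing a quality check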;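 further: median bead fluorescence of bound FAM aptamer so fluorescent compounds give negative values; no value below 0 was filed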
# Target sequence (P25098 whole entry, looked up): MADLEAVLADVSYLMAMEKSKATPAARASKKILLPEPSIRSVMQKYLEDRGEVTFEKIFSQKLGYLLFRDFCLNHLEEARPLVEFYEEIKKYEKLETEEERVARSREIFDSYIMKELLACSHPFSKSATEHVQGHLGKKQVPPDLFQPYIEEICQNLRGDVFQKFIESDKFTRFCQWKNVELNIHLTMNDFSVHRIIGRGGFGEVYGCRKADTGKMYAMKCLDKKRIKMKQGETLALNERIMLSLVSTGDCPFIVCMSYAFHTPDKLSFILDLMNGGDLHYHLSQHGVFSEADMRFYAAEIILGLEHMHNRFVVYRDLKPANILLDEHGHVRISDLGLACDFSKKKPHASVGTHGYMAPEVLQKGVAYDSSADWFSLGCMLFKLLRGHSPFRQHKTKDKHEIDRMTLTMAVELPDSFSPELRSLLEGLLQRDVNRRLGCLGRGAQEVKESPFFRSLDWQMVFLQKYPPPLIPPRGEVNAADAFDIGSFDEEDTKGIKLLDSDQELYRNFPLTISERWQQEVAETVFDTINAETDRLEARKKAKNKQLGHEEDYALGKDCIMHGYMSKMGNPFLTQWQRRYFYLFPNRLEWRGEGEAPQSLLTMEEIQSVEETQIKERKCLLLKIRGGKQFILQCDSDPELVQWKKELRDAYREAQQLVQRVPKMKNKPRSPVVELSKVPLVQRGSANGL
# AGP1 TOR yeast: modulators of AGP1-GFP expression in yeast TOR pathway, primary screen, cell-based, multiplex flow cytometry, S. cerevisiae, MLPCN library; GFP response vs DMSO, % at 10 µM; 3 h; GFP as percent of DMSO wells; 320,000 compounds, 0.02% hits; AID 2066, 2009;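 active means GFP response relative to DMSO above a set limit, near screen average plus 3 SD, cut at about 150% in these data; inconclusive means fewer than 70 cells counted for the yeast strain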;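 further: median GFP channel fluorescence of the gated AGP1 strain per well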
# RPL19A-GFP yeast: RPL19A-GFP expression modulators in yeast, primary screen, cell-based, S. cerevisiae, multiplex flow cytometry, MLPCN; 330,000 compounds, 0.3% hits; S. cerevisiae RPL19A-GFP strain, 3 h; hits give low values; percent response vs DMSO, % at 10 µM; AID 2025, 2009;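 active means percent response vs DMSO below 50%; inconclusive means fewer than 70 events counted for the yeast strain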;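 further: median channel GFP fluorescence of the barcoded RPL19A-GFP strain; ratio of sample median GFP to plate DMSO average so 100% = DMSO; lower means less RPL19A-GFP as with rapamycin TOR inhibition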
# MEP2 TOR yeast: modulators of MEP2-GFP levels in yeast, primary screen, S. cerevisiae, multiplex flow cytometry, MLPCN library | S. cerevisiae MEP2-GFP strain, 3 h; 100% = DMSO control level | GFP response vs DMSO, % at 10 µM | 330,000 compounds, 0.51% hits;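 active means GFP response versus DMSO above a set limit, roughly screen mean plus 3 SD, cut at about 180% in these data; inconclusive means fewer than 70 cells counted for a yeast strain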;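 further: median GFP fluorescence of the barcode-gated MEP2-GFP cells per well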
# JMJD2C inh: inhibitors of GASC-1 histone demethylase, primary screen, biochemical, fluorescence, DELFIA europium. AID 2099, 2009. GST-JMJD2C(1-420) H3K9me3 demethylation. 330,000 compounds, 0.069% hits. inhibition, % at 2.35 µM. Lysine-specific demethylase 4C (Homo sapiens), Q9H3R0;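 active means more than half of a compound's replicate wells show inhibition beyond 50%, single wells judged on their own value; inconclusive means some, but no more than half, of replicates pass 50% inhibition; inactive means no replicate passes 50% inhibition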;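 further: signal counts dimethyl H3K9 product captured on neutravidin plate; 0% = median of DMSO wells and 100% = 0.3 times that DMSO median; strong numbers were not always called active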
# Target sequence (Q9H3R0 1-420 limits assumed): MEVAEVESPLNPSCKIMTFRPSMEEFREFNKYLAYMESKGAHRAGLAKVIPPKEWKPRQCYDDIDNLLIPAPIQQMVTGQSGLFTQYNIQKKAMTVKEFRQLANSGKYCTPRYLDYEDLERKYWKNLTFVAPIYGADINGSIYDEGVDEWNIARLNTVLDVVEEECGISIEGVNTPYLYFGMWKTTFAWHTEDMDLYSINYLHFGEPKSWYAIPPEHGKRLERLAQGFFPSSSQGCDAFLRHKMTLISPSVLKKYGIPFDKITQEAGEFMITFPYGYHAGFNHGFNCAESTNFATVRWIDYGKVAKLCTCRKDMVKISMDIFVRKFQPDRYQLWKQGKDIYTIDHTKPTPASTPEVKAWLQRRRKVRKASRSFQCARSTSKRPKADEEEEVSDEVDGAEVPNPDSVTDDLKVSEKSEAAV
# Starred values were filed as active, the others as inactive; ? = inconclusive; . = not tested or not shown; [ ] = remark or other dose.
SMILES,VLA-4 inh,LAP4 TOR yeast,CIT2-GFP yeast,GRK2 aptamer HTS,AGP1 TOR yeast,RPL19A-GFP yeast,MEP2 TOR yeast,JMJD2C inh
CC(C)Cn1c(N)c(C=O)c(=O)n(C)c1=O,11,103,100,17,105,101,99,13
COc1ccc(-c2nnc(SCC(=O)N(C)C3CCS(=O)(=O)C3)n2C(C)C)cc1 (stereo not drawn),6,97,108,0,104,102,103,7
NC(=S)N/N=C1\CCOc2ccc(F)cc21,-16,103,90,0,95,91,95,2
CC(=O)c1cc2c(cc1NC(=O)CSc1ccc(S(=O)(=O)N(C)C)cn1)OCO2,-6,95,95,0,94,92,92,2
COc1cc(OC)c(OC)cc1CN1CCCC(C(=O)c2ccc3c(c2)OCO3)C1 (stereo not drawn),-5,91,98,0,94,99,106,-6
CCOc1cc(/C=N/NC(=O)CSc2nncn2C)ccc1OCc1cccc(C)c1,13,106,105,3,107,108,112,-10
COc1ccc(C(=O)NCCSCc2ccc(Cl)cc2)cc1OC,-15,108,106,3,106,103,112,-13
Cc1ccc(NC(=O)NC2C(NC(=O)Nc3ccc(C)cc3)N(C)C(=O)N2C)cc1 (stereo not drawn),-10,100,103,0,101,97,99,-3
COc1ccccc1CC(=O)NCCN1CCCCC1,1,95,109,3,102,102,108,5
C=C(C)C(=O)Nc1cccc(C2=NOC3(C2)C[C@H](C(N)=O)N(C(=O)CC)C3)c1 (stereo partly drawn),22,112,83,72*,75,94,99,-9
CCCCCn1cnnc1SCC(=O)c1ccc2c(c1)OCO2,4,102,96,0,98,96,94,-5
O=C(CCc1nnc2ccc(NCc3ccco3)nn12)Nc1ccc(F)cc1F,1,95,95,5,96,96,106,-3
NC(=O)C1CCN(CC(=O)Nc2ccc3c(c2)OCCO3)CC1,-1,92,90,0,90,97,95,-9
CNc1cc([N+](=O)[O-])ccc1OCc1ccccc1,10,96,98,1,101,99,103,2
COc1ccc(NC(=O)c2c(NC(=O)CNCc3ccco3)sc3c2CCC3)c(OC)c1,17,92,91,1,93,99,100,4
CCOC(=O)c1cnc2c(C)c(Cl)ccc2c1Nc1ccc(S(=O)(=O)Nc2ncccn2)cc1,-2,103,99,0,99,98,109,-9
Cc1oc2c(C)c3oc(=O)c(CCC(=O)N4C[C@H]5C[C@@H](C4)c4cccc(=O)n4C5)c(C)c3cc2c1C,14,100,92,1,98,92,115,1
CCc1nc(SCC(=O)NCc2ccccc2)c2c(=O)n(C)c(=O)n(C)c2n1,-4,122,98,0,101,112,107,-6
COc1ccc(N(C(=O)Cn2nnc3ccccc32)C(C(=O)NCc2ccco2)c2cccnc2)cc1 (stereo not drawn),8,100,113,1,98,98,97,-2
Fc1ccc(CSc2ccc(-c3cccs3)nn2)cc1,20,97,89,1,100,91,94,9
CC(C)(C)NC(=O)C(c1ccco1)N(C(=O)Cn1nnc(-c2ccc(F)cc2)n1)c1cccc(F)c1 (stereo not drawn),-7,95,97,0,94,94,103,-10
Cc1n[nH]c(=O)n1-c1cccc(C(F)(F)F)c1,15,99,98,1,97,100,100,?
CCCCOC(=O)Cn1c(=N)n(CCN(CC)CC)c2ccccc21,-1,94,92,5,93,93,93,2
CCOC(=O)c1sc(NNC(=O)c2ccc(C)cc2)nc1C,3,113,98,0,112,101,106,1
CC(C)C(=O)Nc1ccccc1N1CCN(C(=O)c2ccccc2)CC1,34,82,87,0,87,91,89,-1
CCCCNC(=O)CSc1nc(O)c(Cc2ccc(OC)cc2)c(=O)[nH]1,-5,99,107,0,103,106,104,2
CCC1Sc2ccccc2N(CC(=O)NCCC2=CCCCC2)C1=O (stereo not drawn),-4,95,98,0,100,96,98,?
COc1ccc(Nc2nnc(SCC(=O)NC(=O)Nc3ccc4c(c3)OCCO4)s2)cc1,19,89,77,1,100,97,92,5
Cc1c(Br)c(C(=O)NCc2cc3cc(Cl)ccc3[nH]2)nn1C,8,109,95,2,96,97,99,-12
O=C(O)CC/C(=N\NC(=O)c1ccc(F)cc1)c1ccc(Br)cc1,6,95,93,1,97,95,95,-6
Cc1ccc(/C(N)=N/OC(=O)c2cccc(F)c2)cc1,5,146,146,6,62,92,94,-4
O=C(CCSc1ccccc1)Nc1ccc(S(=O)(=O)N2CCOCC2)cc1,1,96,94,0,97,96,98,3
O=C1c2ccccc2NC(c2ccc(O)cc2)N1/N=C/c1ccc(O)cc1 (stereo not drawn),3,89,112,2,104,114,105,-8
NC(=S)NN=C1c2cc(S(=O)(=O)N3CCOCC3)ccc2-c2ccc(S(=O)(=O)N3CCOCC3)cc21,8,98,97,1,99,98,98,-4
COC(=O)c1ccc(OCC(=O)c2ccc(O)cc2O)cc1,-3,102,.,0,93,100,97,0
COc1cc(OC)cc(C(=O)N2CCCc3ccccc32)c1,7,104,98,0,97,98,98,0
CCCCc1cc(=O)oc2c(CN(C)C)c(O)ccc12,29,99,94,1,104,98,100,-2
CCn1nc(NC(=O)c2ccncc2)c2cc3ccccc3nc21,-4,116,90,0,94,96,98,-6
NC(=O)[C@@H]1CC2(CC(c3cccc(NC(=O)CC(c4ccccc4)c4ccccc4)c3)=NO2)CN1C(=O)c1ccc(Cl)cc1 (stereo partly drawn),-2,129,97,0,89,101,93,16
Cn1c(C(=O)NN)cc2cc(Oc3ccccc3)ccc21,1,92,92,1,85,91,118,18
COc1ccc2occ(C(=O)c3cccs3)c2c1,3,102,95,3,91,100,99,8
Cc1cccc(OCC(=O)NC(C)C(=O)N/N=C/c2c(OCc3ccccc3)ccc3ccccc23)c1 (stereo not drawn),-5,109,110,0,110,104,103,-4
Cc1ccc(C)c(OCC(=O)N/N=C/c2ccsc2)c1,1,107,93,1,103,106,100,-11
COc1ccc(-c2nc(CN3CCN(Cc4ccccc4)CC3)c(C)o2)cc1,21,82[may fluoresce violet],?,0,77[may fluoresce violet],67[may fluoresce violet],108[may fluoresce violet],-4
O=C(O)CSc1nnc(Nc2ccccc2)n1-c1ccccc1,-4,96,104,0,103,96,98,-22
COC(=O)c1cc(C(=O)OC)cc(N2C(=O)CN=C2Nc2nc(C)cc(C)n2)c1,-9,93,100,0,92,93,102,7
c1ccc2oc(NC3=NCN(C4CCCCC4)CN3)nc2c1,-11,108,100,4,105,107,109,17
O=C1N[C@H](Cc2ccccc2)COC(=O)[C@H](Cc2ccc(F)cc2)CC/C=C/C[C@@H]1CC(=O)N(CCO)Cc1ccccc1,10,105,91,2,103,94,101,-3
CCOC(=O)C1CCCN(S(=O)(=O)c2ccc(OC)c3ccccc23)C1 (stereo not drawn),-3,98,102,6,112,100,103,0
CCCC(=O)Nc1ccc(C(=O)O)cc1NC(=O)CCC,10,.,98,1,100,99,99,24
O=C(NCCN1C(=O)S/C(=C\c2ccc(OC(F)F)cc2)C1=O)C1=COCCO1,1,99,105,5,108,96,100,0
CCN(CC)S(=O)(=O)c1ccc(N2CCOCC2)c(NC(=O)c2ccc3c(c2)OCCO3)c1,1,98,97,1,103,93,94,31
O=C1c2cccc3cccc(c23)C(=O)N1OS(=O)(=O)c1ccccc1,3,94[may fluoresce violet],?,0,.,50[may fluoresce violet],263*[may fluoresce violet],1
O=C(NC1CCCCC1)c1c(O)nc2sccn2c1=O,0,110,58,0,78,96,81,?
O=C(Cn1cnc(Cl)c1Cl)c1ccccc1,4,94,96,0,97,101,95,-6
CCOC(=O)CC(NC(=O)c1cc2cccc(OC)c2oc1=O)c1ccc(OC)cc1 (stereo not drawn),3,100,97,0,101,104,109,10
CCOc1ccccc1OCC(=O)NN=C1CCCC(=O)C1,-8,91,105,0,93,99,97,-4
O=c1ccc(-c2ccc(S(=O)(=O)NCC3CCN(Cc4cccc(F)c4)CC3)s2)n[nH]1,0,86,100,7,98,102,103,-13
COc1cc(NC(=O)C/C(C)=N/NC(=O)C(=O)NCCO)c(OC)cc1Cl,3,96,95,0,107,99,88,-33
CCCCOCCCNC(=O)c1ccc2c(c1)OCO2,-4,98,97,0,102,99,105,8

# 3 entries from above, ordered by molar mass, highest first.
SMILES,VLA-4 inh,LAP4 TOR yeast,CIT2-GFP yeast,GRK2 aptamer HTS,AGP1 TOR yeast,RPL19A-GFP yeast,MEP2 TOR yeast,JMJD2C inh
CCOC(=O)CC(NC(=O)c1cc2cccc(OC)c2oc1=O)c1ccc(OC)cc1 (stereo not drawn),3,100,97,0,101,104,109,10
COc1cc(NC(=O)C/C(C)=N/NC(=O)C(=O)NCCO)c(OC)cc1Cl,3,96,95,0,107,99,88,-33
CCCCOCCCNC(=O)c1ccc2c(c1)OCO2,-4,98,97,0,102,99,105,8

# Remaining list, next part:
SMILES,VLA-4 inh,LAP4 TOR yeast,CIT2-GFP yeast,GRK2 aptamer HTS,AGP1 TOR yeast,RPL19A-GFP yeast,MEP2 TOR yeast,JMJD2C inh
O=C1C(Nc2ccccc2)=C(N2CCCCC2)C(=O)c2ccccc21,-2,95,105,1,102,102,96,1
O=C(CN(C(=O)c1csnn1)c1cccc(Cl)c1)NC1CCCCC1,13,93,98,0,97,95,98,-3
O=C(c1ccccc1)C1Oc2ccccc2C2CC(c3cccs3)=NN12 (stereo not drawn),-4,90,95,0,96,101,91,10
Cc1ccc(-n2ncc3c(NCc4ccc5c(c4)OCO5)ncnc32)c(C)c1,12,107,74,5,93,94,85,10
CCOc1cccc2sc(N(CCCN(C)C)C(=O)c3ccc(S(=O)(=O)N(C)CC4CCCO4)cc3)nc12 (stereo not drawn),11,87,92,0,93,104,97,-2
COc1ccc(-c2noc(CCC(=O)NCCCN3CCN(c4ccc(F)cc4)CC3)n2)cc1,57*,97,96,0,102,99,96,11
COc1cc(CC2C(=O)Nc3ccccc32)cc(C)c1O (stereo not drawn),7,107,104,3,102,91,99,-11
COc1cccc(NC(C)C(=O)N2CC(C)OC(C)C2)c1 (stereo not drawn),8,111,.,0,114,113,103,8
CCCCOc1ccccc1P(=O)(O)CP(=O)(c1ccccc1)c1ccccc1,7,100,97,0,96,101,99,19
Cc1ccc(Nc2c3c(nc4ncnn24)CC(C)CC3)cc1 (stereo not drawn),25,94,92,0,101,94,101,4
O=C(CCNC(=O)c1ccccc1Cl)NCc1cccnc1,-5,113,103,4,104,92,101,-5
O=C(Nc1ccc(F)cc1)NC1CCCc2ccccc21 (stereo not drawn),3,86,93,0,95,101,87,-17
Cc1ccccc1-c1nc(CS(=O)(=O)CC(=O)N2CCCCC2)c(C)o1,1,89,106,0,101,101,123,23
Cn1cc(CN2CCCC(C(=O)c3ccc(-c4ccccc4)c(F)c3)C2)cn1 (stereo not drawn),-14,103,111,0,103,101,106,16
COc1ccc(Sc2cnn(-c3ccccc3)c(=O)c2Cl)cc1,0,98,84,0,78,88,90,-3
CCCn1c(SCc2cc(=O)[nH]c3ccccc23)nc2c1c(=O)n(C)c(=O)n2C,-8,101,99,0,94,102,103,1
Cc1ccc(/C=N/n2c(C)nc3ccccc3c2=O)s1,5,88,104,2,84,108,100,2
CC(C)COc1ncnc2c1sc1nc3c(cc12)COC(C)(C)C3,-22,123,107,2,114,106,127,6
COC(=O)C(N)Cc1ccc(O)cc1 (stereo not drawn),3,100,107,0,102,102,99,-6
CCOc1ccccc1NC(=O)c1ccc2c(c1)C(=O)N(CC(C)C)C2=O,8,95,106,0,104,103,107,30
